Bim-Mcl-1: inhibitors of Bim peptide binding to Mcl-1, primary screen, biochemical, bead-based flow cytometry, multiplex; Induced myeloid leukemia cell differentiation protein Mcl-1 (Homo sapiens), Q07820; Bim peptide-Mcl-1 binding; inhibition, % at 10 µM; actives 0.1% (n = 190,000); AID 1009, 2008;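 further: 0% = no compound tracer wells and 100% = peptide blocker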
Bcl-B Bim block: inhibitors of Bim-Bcl-B binding, primary screen, biochemical, multiplexed, human Bcl-2 family; Bcl-2-like protein 10 (Homo sapiens), Q9HD36; bead-based flow cytometry, Bim peptide-Bcl-B binding; inhibition, % at 10 µM; actives 0.073% (n = 190,000); AID 951, 2007;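 further: 0% = tracer peptide without compound and 100% = reference inhibitor peptide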
Target sequence (Q9HD36 whole entry, looked up): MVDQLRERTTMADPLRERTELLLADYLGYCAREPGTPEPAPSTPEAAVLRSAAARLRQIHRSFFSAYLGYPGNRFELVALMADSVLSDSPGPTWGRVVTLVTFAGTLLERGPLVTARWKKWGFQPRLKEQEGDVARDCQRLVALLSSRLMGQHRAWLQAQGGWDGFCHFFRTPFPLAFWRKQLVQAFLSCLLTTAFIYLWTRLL
Bim-Bcl-2: inhibitors of Bim-Bcl-2 binding, primary screen, biochemical, multiplexed, human Bcl-2 family. AID 950, 2007. inhibition, % at 10 µM. Apoptosis regulator Bcl-2 (Homo sapiens), P10415. Bead-based flow cytometry, Bim peptide-Bcl-2 binding. actives 0.06% (n = 190,000); in the data active means inhibition above about 40%; inconclusive means no clear call, values can overlap the other calls;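 further: 0% = no compound wells with probe peptide and 100% = reference peptide inhibitor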
Bim-Bcl-W: inhibitors of Bim binding to Bcl-W, primary screen, biochemical, multiplexed, bead-based flow cytometry. Bcl-2-like protein 2 (Homo sapiens), Q92843. Bim peptide-Bcl-W binding. inhibition, % at 10 µM. actives 0.02% (n = 190,000);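 further: 0% = bound tracer without compound and 100% = peptide blocker; higher means less fluorescent Bim peptide bound to Bcl-W beads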
Target sequence (Q92843 whole entry, looked up): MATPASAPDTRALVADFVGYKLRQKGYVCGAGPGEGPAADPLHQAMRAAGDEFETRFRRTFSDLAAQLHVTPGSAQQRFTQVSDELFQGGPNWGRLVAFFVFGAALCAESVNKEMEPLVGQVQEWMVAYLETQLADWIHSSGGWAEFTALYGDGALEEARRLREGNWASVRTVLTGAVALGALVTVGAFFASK
Mcl1 Bid PPI: Mcl-1/Bid binding inhibitors, primary screen, biochemical, TR-FRET, 1536-well; actives 0.97% (n = 220,000); inhibition, % at 21.7 µM; AID 1021, 2008; TR-FRET Mcl-1/Bid-Dy647 peptide binding; Induced myeloid leukemia cell differentiation protein Mcl-1 (Homo sapiens), Q07820;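 active means compounds that cut the binding signal by more than half at the single screening dose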;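 further: His-tagged Mcl-1 with europium anti-His antibody binding Bid BH3 peptide; 0% = Mcl-1 plus peptide wells and 100% = peptide-only wells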
RGS8-Gao reg: RGS8-Galphao binding modulators, primary screen, biochemical, multiplexed bead flow cytometry | Guanine nucleotide-binding protein G(o) subunit alpha (Homo sapiens), P09471 | actives lie on both sides | response (percent of control binding), % at 10 µM | actives 0.34% (n = 220,000) | AID 1423, 2008; in the data active means response below about 60% or above about 140%; inactive means in between;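 further: Galphao activated as the GDP aluminium fluoride complex binding bead-coupled RGS8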
Target sequence (P09471 whole entry, looked up): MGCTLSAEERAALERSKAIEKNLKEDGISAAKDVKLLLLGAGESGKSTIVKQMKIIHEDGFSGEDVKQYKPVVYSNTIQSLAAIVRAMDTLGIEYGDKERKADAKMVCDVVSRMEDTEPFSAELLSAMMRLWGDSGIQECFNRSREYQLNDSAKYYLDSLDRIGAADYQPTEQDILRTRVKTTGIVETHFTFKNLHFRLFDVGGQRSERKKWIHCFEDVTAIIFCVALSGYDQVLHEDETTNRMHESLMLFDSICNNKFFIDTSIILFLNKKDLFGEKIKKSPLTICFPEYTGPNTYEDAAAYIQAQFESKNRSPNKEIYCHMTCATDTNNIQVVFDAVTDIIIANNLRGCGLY
Bim-Bfl-1: inhibitors of Bim binding to Bfl-1, primary screen, biochemical, multiplexed, bead-based flow cytometry. Bim-Bfl-1 binding inhibition. inhibition, % at 10 µM. actives 0.12% (n = 190,000);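 further: 0% = wells without compound plus tracer and 100% = blocker peptide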
RGS7-Gao: RGS7-Galphao binding modulators, primary screen, biochemical, multiplexed bead flow cytometry; Guanine nucleotide-binding protein G(o) subunit alpha (Homo sapiens), P09471; actives lie on both sides; binding response (% of control), % at 10 µM; actives 0.35% (n = 220,000); in the data active means binding response below about 49% or above about 150%; inconclusive means no clear call, values can overlap the other calls; inactive means in between;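 further: fluorescent Galphao held in activated GDP-AlF4 state binding bead-coupled RGS7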
Bcl-XL Bim block: inhibitors of Bim-Bcl-XL binding, primary screen, biochemical, multiplexed, bead flow cytometry, human Bcl-XL | Bcl-2-like protein 1 (Homo sapiens), Q07817 | Bim peptide-Bcl-XL binding, fluorescence | inhibition, % at 10 µM | actives 0.04% (n = 190,000) | AID 1007, 2008
Target sequence (Q07817 whole entry, looked up): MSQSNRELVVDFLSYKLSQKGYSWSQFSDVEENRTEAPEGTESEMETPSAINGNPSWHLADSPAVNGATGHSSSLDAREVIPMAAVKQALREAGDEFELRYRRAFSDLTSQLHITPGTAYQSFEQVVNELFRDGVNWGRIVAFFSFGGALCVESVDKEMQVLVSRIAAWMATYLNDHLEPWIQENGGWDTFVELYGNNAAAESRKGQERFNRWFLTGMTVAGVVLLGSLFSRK
Mcl1-Noxa inh: Mcl-1/Noxa binding inhibitors, primary screen, biochemical, TR-FRET, 1536-well; actives 1.5% (n = 220,000); AID 1022, 2008; inhibition, % at 21.7 µM; TR-FRET Mcl-1/Noxa peptide binding, 2 h; Induced myeloid leukemia cell differentiation protein Mcl-1 (Homo sapiens), Q07820;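 active means compounds that cut the protein-peptide binding signal by more than 50% relative to plate controls in a single-dose test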;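 further: His-tagged Mcl-1 with rhodamine Noxa BH3 peptide and terbium anti-His antibody; 0% = Mcl-1 plus Noxa peptide wells and 100% = peptide-only wells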
RGS4-Gao reg: modulators of RGS4 binding to Galphao, primary screen, biochemical, multiplexed bead flow cytometry | actives lie on both sides | binding response (% of control), % at 10 µM | actives 0.33% (n = 220,000) | AID 1415, 2008; in the data active means binding response below about 49% or above about 150%; inactive means in between;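 further: fluorescent Galphao activated with aluminum fluoride binding bead-coupled RGS4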
Starred values were filed as active, the others as inactive; ? = inconclusive; . = not tested or not shown. Unless noted, no stated cut-off is given here; in the data, active means inhibition above about 40%. An unsorted share of the library; about 2.7% have a hit in one of these screens.

SMILES	Bim-Mcl-1	Bcl-B Bim block	Bim-Bcl-2	Bim-Bcl-W	Mcl1 Bid PPI	RGS8-Gao reg	Bim-Bfl-1	RGS7-Gao	Bcl-XL Bim block	Mcl1-Noxa inh	RGS4-Gao reg
Cc1cc(C(=O)CSc2nnc(-c3ccccc3)n2C)c(C)n1C	-4.0	-7.0	-7.0	0.0	-99.4	100.7	-10.0	102.3	0.0	16.9	106.2
Cc1ccnc2nc(C(=O)OCC(=O)Nc3ccc4c(c3)OC(F)(F)O4)nn12	-1.0	0.0	0.0	-2.0	-68.1	99.2	0.0	97.7	0.0	5.4	100.7
NC(=O)c1ccsc1NC(=O)c1ccc2c(c1)CCCC2	-1.0	-4.0	-2.0	2.0	0.0	90.0	0.0	94.2	-4.0	10.0	89.9
CCN(CC)C(=O)C1CCCN(C(=S)Nc2cccc3ccccc23)C1 (centres undefined)	-4.0	-7.0	-5.0	-5.0	-26.9	103.8	-4.0	98.4	-9.0	1.4	100.3
N#Cc1ccc(/C=C(\C(=O)C(=O)O)c2ccc3ccccc3n2)cc1	.	.	.	.	-81.4	103.2	.	?	.	10.4	106.4
CN(CC(=O)Nc1cccc(F)c1)CC(=O)Nc1cccc(S(=O)(=O)N2CCCCCC2)c1	.	.	.	.	-41.0	99.5	.	?	.	16.6	97.2
NS(=O)(=O)c1ccc(CNS(=O)(=O)c2cc(C(=O)O)ccc2Cl)cc1	0.0	0.0	-4.0	-3.0	-14.2	104.3	-4.0	99.2	-4.0	17.1	104.4
CN(C)C(=O)C1(c2ccccc2)CCN(S(=O)(=O)c2ccccc2)CC1	-3.0	-9.0	-9.0	-3.0	-6.5	103.1	-8.0	101.8	4.0	18.4	105.4
CCC(c1ccccc1)c1nc(-c2ccccn2)no1 (centres undefined)	1.0	-7.0	-10.0	2.0	-9.9	102.6	-10.0	102.4	-3.0	-4.9	100.6
O=C(OCCOCCN=C1NS(=O)(=O)c2ccccc21)c1ccncc1	-2.0	-8.0	-11.0	-4.0	-18.2	102.4	-19.0	102.9	-6.0	5.6	103.6
Cc1cccc(NC(=O)CSc2nnc([C@@H]3CCCN3C(=O)OC(C)(C)C)o2)c1C	-4.0	-10.0	-9.0	-1.0	9.8	100.5	-11.0	96.9	-10.0	2.9	102.1
Cc1csc(C(=O)O)c1NC(=O)c1cccc([N+](=O)[O-])c1	-1.0	-7.0	-8.0	-3.0	-4.7	100.8	-10.0	?	-7.0	-2.0	102.2
OC1CCC(NC(=S)Nc2ccc(SC(F)F)cc2)CC1 (centres undefined)	-7.0	-6.0	-3.0	-1.0	-42.0	97.2	-6.0	93.5	-2.0	13.8	92.9
Cc1cc(NC(=O)CS(=O)(=O)c2cn(Cc3cccc(F)c3)c3ccccc23)no1	2.0	-3.0	-6.0	0.0	-9.9	94.5	-8.0	98.8	-5.0	8.5	90.3
CCCNC(=O)CN(c1ccccc1)S(=O)(=O)c1ccc(OC)c(OC)c1	0.0	-8.0	-1.0	-5.0	-2.7	80.8	-1.0	91.1	-7.0	4.1	92.0
CCCCCCCCCCSc1n[nH]c(NC(C)=O)n1	5.0	-4.0	1.0	1.0	-25.4	101.4	-9.0	97.8	-2.0	-43.9	97.2
CCn1c(=O)cc(SCC(=O)N(C)Cc2ccccc2)c2ccccc21	0.0	-9.0	-11.0	0.0	-6.1	103.4	-15.0	101.7	-15.0	-10.9	105.0
COc1ccc(S(=O)(=O)N/N=C(/C)c2cccc(NC(=O)c3ccccc3Cl)c2)cc1	0.0	0.0	2.0	0.0	-80.5	97.7	-1.0	101.7	3.0	5.8	95.0
Cn1c(C(=O)OC(C(=O)NC2CCCCC2)c2ccccn2)cc2sccc21 (centres undefined)	8.0	-7.0	-6.0	2.0	0.1	96.9	-10.0	98.1	-2.0	3.1	101.9
O=C(CCCc1nc2ccccc2s1)NC1CCOC1=O (centres undefined)	-1.0	-1.0	-1.0	0.0	-18.0	95.6	-2.0	95.8	-5.0	8.1	94.6
COc1ccccc1C(=O)Oc1ccc2c(c1)O/C(=C\c1ccncc1)C2=O	14.0	20.0	22.0	17.0	8.3	98.6	19.0	97.8	21.0	22.9	94.8
O=C(NC1CC1)c1cc(=O)c2ccccc2o1	-2.0	-2.0	-2.0	-3.0	-10.1	97.0	-3.0	98.2	0.0	-38.3	98.1
O=C(NC(=S)N1CCc2ccccc21)c1ccc(Br)o1	-2.0	-5.0	-3.0	-1.0	-19.4	102.8	-2.0	?	-3.0	0.3	101.5
COc1ccc2ccccc2c1CN1CCN(C(=O)c2ccccc2)CC1	3.0	-7.0	-5.0	2.0	-8.5	102.7	-9.0	104.0	-11.0	18.4	105.5
COc1ccc(/C=N/Nc2nc(N)cc(Cl)n2)cc1OC	3.0	-1.0	0.0	1.0	-24.9	100.1	-5.0	100.3	1.0	11.1	100.2
O=c1[nH]c2ccccc2nc1/C=C(\O)C1CC1	5.0	8.0	12.0	6.0	-28.1	95.5	15.0	102.5	12.0	18.2	101.8
COc1cc2c(cc1NC(=O)C(C)OC(=O)c1ccc(S(=O)(=O)Nc3ccccc3Cl)cc1)oc1ccccc12 (centres undefined)	-5.0	-1.0	0.0	2.0	-21.5	103.3	4.0	112.5	-1.0	1.8	106.3
COc1ccc(NC(=O)C2CCCN(c3cc(C)nc4ncnn34)C2)cc1 (centres undefined)	0.0	1.0	-2.0	-1.0	-22.2	102.7	-6.0	100.6	1.0	18.0	99.3
Clc1ccccc1CSc1nnc(Cn2cnc3ccccc32)n1-c1ccccc1	0.0	-4.0	-11.0	3.0	2.8	100.4	-10.0	105.3	-2.0	14.5	102.1
CC(C)C(=O)NCc1cc(-c2ccccc2)no1	0.0	-3.0	-2.0	0.0	-18.8	94.0	-4.0	81.3	0.0	14.8	89.0
CCCCNC(=O)CS(=O)Cc1nc(-c2cccc(C)c2)oc1C (centres undefined)	1.0	-8.0	-8.0	0.0	-11.7	104.2	-10.0	104.2	-1.0	22.9	106.2
COCC1CCN(C(=O)CCc2nnc(CCCCc3ccccc3)o2)CC1	0.0	-4.0	-5.0	-4.0	-25.1	100.2	-6.0	92.9	-4.0	-1.0	94.8
CC(CC(=O)Nc1cc(C(F)(F)F)ccc1Cl)c1ccccc1 (centres undefined)	-5.0	-1.0	-4.0	0.0	6.3	100.1	-1.0	98.3	-1.0	-1.3	97.3
CCN(CC)C(=O)c1sc(NC(=O)C(C)C)c(C#N)c1C	8.0	-3.0	0.0	0.0	-11.7	102.1	-3.0	112.1	-1.0	-18.2	102.8
Cc1ccnc(SCCn2c(N3CCC(C)CC3)nc3c2c(=O)[nH]c(=O)n3C)n1	2.0	-3.0	-6.0	0.0	-18.9	98.5	-8.0	103.2	-3.0	-13.4	103.1
CCOC(=O)N1CCC(N2CCCC(C(=O)c3cccc(OC)c3)C2)CC1 (centres undefined)	.	.	.	.	-51.1	98.3	.	?	.	-5.3	99.1
Nc1c(C(=O)N2CCOCC2)sc2nc3c(cc12)CCC3	-1.0	-3.0	2.0	2.0	-70.9	98.8	-5.0	93.4	0.0	6.4	95.1
CCC(C(=O)N1CC2(C)CC1CC(C)(C)C2)N1C(=O)c2ccccc2C1=O (centres undefined)	-1.0	0.0	-1.0	0.0	-61.7	102.1	1.0	104.2	-2.0	-25.9	105.5
O=c1c2ccccc2nnn1Cc1ccc(F)cc1	0.0	0.0	-1.0	0.0	3.2	98.8	-5.0	90.2	0.0	-0.2	86.9
CCc1ccc(-n2cccc2/C=C2/C(=N)N3C(=NC2=O)SN=C3S(C)(=O)=O)cc1	2.0	1.0	3.0	0.0	-4.2	99.7	3.0	93.9	0.0	93.9*	99.3
O=[N+]([O-])CC(=Nc1ccc(F)cc1)N/N=C\c1oc(O)c2ccccc12	.	.	.	.	-100.2	102.3	.	?	.	39.8	101.7
CN(C)/C=C1\N=C(c2ccc3c(c2)OCO3)OC1=O	-7.0	-2.0	-2.0	-3.0	-28.1	106.0	0.0	106.5	-1.0	15.4	109.1
O=C(Cc1cccs1)Nc1nnc(SCC(=O)NC2CCCCC2)s1	0.0	-1.0	3.0	0.0	-12.9	101.6	2.0	97.0	4.0	8.8	99.7
Cc1cc(C)c(NC(=O)C(C)OC(=O)c2cc(Br)c(Br)s2)c(C)c1 (centres undefined)	0.0	-4.0	0.0	-2.0	-15.7	103.0	0.0	105.5	-2.0	9.0	103.1
O=C(/C=C/c1ccccc1)c1ccc2c(c1)OCCCCO2	0.0	-6.0	-9.0	0.0	0.1	100.6	-13.0	100.8	11.0	.	99.3
COc1ccccc1Nc1cc(C(=O)N2CCc3ccccc3C2)c2ccccc2n1	-3.0	-9.0	-3.0	-2.0	-5.5	102.9	-7.0	102.0	-7.0	7.9	101.8
CCCCc1nc(N2CCOCC2)c(C#N)c2c1CCCC2	1.0	0.0	0.0	-1.0	6.6	108.8	0.0	101.5	1.0	5.1	102.4
Cc1ccc(NC(=O)CN2c3cccc4cccc(c34)S2(=O)=O)cc1S(=O)(=O)N1CCOCC1	-4.0	-6.0	-5.0	-1.0	-45.8	103.6	0.0	105.8	-7.0	20.0	104.1
O=C(CN1CCCCCC1)OCCN=C1NS(=O)(=O)c2ccccc21	-3.0	-3.0	-7.0	3.0	-28.9	101.3	-10.0	107.6	10.0	-12.5	104.9
OCC(O)CNC(=S)NC1CCCCC1 (centres undefined)	1.0	-3.0	-2.0	2.0	-66.4	103.0	-4.0	108.2	2.0	4.5	104.7
The listing continues:
SMILES	Bim-Mcl-1	Bcl-B Bim block	Bim-Bcl-2	Bim-Bcl-W	Mcl1 Bid PPI	RGS8-Gao reg	Bim-Bfl-1	RGS7-Gao	Bcl-XL Bim block	Mcl1-Noxa inh	RGS4-Gao reg
CCC(C)C(=O)Nc1nnc(-c2cccs2)s1 (centres undefined)	-6.0	-14.0	-3.0	-4.0	5.6	101.6	-2.0	101.2	-10.0	1.1	103.0
Cn1c(=O)oc2cc(S(=O)(=O)Nc3ccccc3)ccc21	0.0	-1.0	-2.0	3.0	-13.3	67.6	5.0	83.1	0.0	21.4	78.7
CC(=O)c1sc(NS(=O)(=O)c2ccc(C)cc2)nc1C	2.0	0.0	-2.0	-1.0	-0.5	102.5	-2.0	105.1	-3.0	26.6	101.3
Cc1ccc2c(c1)C1(SCCS1)C(=O)N2	-5.0	-5.0	0.0	-8.0	-2.7	104.4	-4.0	101.2	-2.0	15.7	101.3
S=C(c1nc2ccccc2[nH]1)N1CCOCC1	-4.0	-22.0	-1.0	1.0	-14.5	99.8	10.0	112.3	-5.0	-23.8	100.4
